Screening data (PubChem BioAssay)
V-ATPase pHluor – regulators of yeast V-ATPase proton transport; S. cerevisiae, pHLuorin cytosolic pH fluorescence; response, % at 10 µM; actives 0.37% (n = 350,000); AID 504577; in the data active means response mostly above about 7.3%, no sharp cut-off; inactive means mostly below about 5.4%; further: actives read high; inactives centre near 0; some compounds called inactive have numbers as strong as hits; reference of the scale not given here
C-LANA FP – inhibitors of KSHV LANA C-terminal domain DNA binding. MBP-C-LANA/FAM-LBS DNA binding, fluorescence polarization. actives 0.078% (n = 340,000). inhibition, % at 9 µM;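 active means highest replicate inhibition at or above 60% at 9 µM, even if other replicates fall short; inactive means all replicates below 60% inhibition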;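 further: 0% = neutral control wells and 100% = 4 µM acridine orange control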
DSG3 Ab inh – human desmoglein-3 autoantibody binding inhibition; P32926; actives 0.48% (n = 310,000); binding (percent of control), % at 10 µM; DSG3-coupled beads, scFv-anti-DSG3-GFP binding, flow cytometry; active compounds read low; AID 588358;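 active means binding more than 3 SD below its plate's average and above zero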;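 further: hits lower antibody fragment binding to DSG3; some compounds called inactive have numbers as strong as hits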
Target sequence (P32926 whole entry, looked up, the tested form may be a part): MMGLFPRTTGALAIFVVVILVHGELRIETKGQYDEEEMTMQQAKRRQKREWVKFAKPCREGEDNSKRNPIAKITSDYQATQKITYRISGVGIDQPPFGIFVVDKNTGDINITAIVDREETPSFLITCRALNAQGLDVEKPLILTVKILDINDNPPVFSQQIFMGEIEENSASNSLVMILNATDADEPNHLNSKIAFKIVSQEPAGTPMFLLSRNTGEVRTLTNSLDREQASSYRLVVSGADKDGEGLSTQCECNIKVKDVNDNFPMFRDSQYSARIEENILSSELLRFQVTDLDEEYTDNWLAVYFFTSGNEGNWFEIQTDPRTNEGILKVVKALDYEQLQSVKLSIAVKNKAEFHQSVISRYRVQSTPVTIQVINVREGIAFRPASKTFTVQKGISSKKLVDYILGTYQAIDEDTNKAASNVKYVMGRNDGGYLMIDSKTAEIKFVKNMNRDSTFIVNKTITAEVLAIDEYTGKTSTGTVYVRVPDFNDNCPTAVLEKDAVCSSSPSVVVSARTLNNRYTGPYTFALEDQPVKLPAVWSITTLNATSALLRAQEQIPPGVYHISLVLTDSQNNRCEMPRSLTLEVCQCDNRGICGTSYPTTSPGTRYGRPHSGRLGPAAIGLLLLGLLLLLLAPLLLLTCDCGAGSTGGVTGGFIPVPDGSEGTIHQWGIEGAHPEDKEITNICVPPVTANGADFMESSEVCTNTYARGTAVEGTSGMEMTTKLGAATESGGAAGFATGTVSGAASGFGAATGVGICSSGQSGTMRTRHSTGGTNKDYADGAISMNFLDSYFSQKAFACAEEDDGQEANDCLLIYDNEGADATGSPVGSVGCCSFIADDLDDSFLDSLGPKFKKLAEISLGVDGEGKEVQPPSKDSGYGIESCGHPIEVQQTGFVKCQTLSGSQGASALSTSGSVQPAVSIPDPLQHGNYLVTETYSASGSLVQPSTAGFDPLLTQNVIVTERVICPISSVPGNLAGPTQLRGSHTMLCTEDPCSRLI
Keap1-Nrf2 PPI – Keap1-Nrf2 (human) interaction inhibition. Keap1 Kelch-Nrf2 peptide fluorescence polarization, 1536-well. inhibition, % at 9.4 µM. Q14145. AID 504523. actives 0.15% (n = 340,000); in the data active means inhibition above about 12%;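 further: human Keap1 Kelch domain with fluorescein labeled Nrf2 9mer peptide probe; 0% = neutral control wells and 100% = peptide positive control; higher means more block of Keap1 binding to Nrf2 peptide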
OPRM1-OPRD1 ag – OPRM1-OPRD1 heterodimerization agonism. P35372+P41143. cells, luminescence. activation, % at 9.3 µM. actives 0.3% (n = 340,000). AID 504326; in the data active means activation above about 18%;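 further: 0% = vehicle-treated cells and 100% = reference agonist; values of inactives mirror those of a sister screen read the other way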
OPRM1-OPRD1 inv – inverse agonists of human mu-delta opioid receptor heterodimerization. cell-based MOR-DOR heterodimer luminescence, inverse agonism. AID 504357. inhibition, % at 9.3 µM. P35372+P41143. actives 0.21% (n = 340,000); in the data active means inhibition above about 22%, passing the limit was not always enough;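 further: 0% = cells with DMSO and 100% = wells without cells with DMSO; values of inactives mirror those of a sister screen read the other way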
Arr AP2 block – inhibitors of human beta-arrestin and AP2 interaction | FITC-arrestin peptide / GST-AP2 beads, flow cytometry; AP2 beta2 appendage carries R879A mutation | inhibition, % at 10 µM | actives 0.31% (n = 340,000) | AID 504490;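 active means inhibition above a set limit, near 3 SD of compounds lacking own fluorescence, cut at about 54% in these data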;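 further: plate controls were DMSO wells for no effect and 5 µM unlabelled arrestin peptide for full effect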
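System: GST-AP2 R879A glutathione beads; medium: PBS, Tween 20 0.05%, BSA 0.1%; reagent: fluorescein-tagged arrestin peptide at 50 nM final; schedule: pre-incubation 12 min, peptide binding 1 h, room temperature; detection: flow cytometry, FL1 (488/535 nm); read-out: inhibition as reduced fluorescein signal on beads, percent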
cardiac RTF act – cardiac RTF calcium sensitization | IANBD-labeled TnC RTF fluorescence at EC20 calcium; 0% EC20 calcium, 100% full calcium | activation, % at 7.2 µM | actives 0.24% (n = 340,000) | AID 493008;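 active means activation above the mean over all tested compounds plus 3 SD, cut at about 30% in these data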;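 further: rise in fluorescence read as greater calcium sensitivity of cardiac thin filaments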
Wnt act – activates Wnt/beta-catenin signaling in a reporter cell assay. actives 1.2% (n = 300,000). activator, plate reader. activation, % at 9.35 µM. AID 743398; in the data active means activation above about 30%, passing the limit was not always enough;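 further: 0% = neutral control wells and 100% = positive control wells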
Cardiac RTF inh – cardiac RTF calcium desensitization | P19429+P45379 | IANBD-labeled cardiac RTF, Ca2+ fluorescence | inhibition, % at 7.15 µM | actives 0.12% (n = 340,000) | AID 493244;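 active means inhibition above the mean inhibition of all tested compounds plus 3 SD, cut at about 17% in these data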;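 further: assay run at fixed EC70 calcium of 1.6 mM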
An asterisk follows results filed as active; · = not tested or not shown.

entry	canonical_smiles	OPRM1-OPRD1 inv	Arr AP2 block	OPRM1-OPRD1 ag	Cardiac RTF inh	Wnt act	Keap1-Nrf2 PPI	C-LANA FP	DSG3 Ab inh	cardiac RTF act	V-ATPase pHluor
1	O=C(NNS(=O)(=O)c1ccc(F)cc1)C1CC(c2cccnc2)=NO1 (centres undefined)	7	2	-1.1	-3	-3	-6	0.3	101	-4	0
2	CN(C)c1ccc(C(CNS(=O)(=O)c2ccc3ccccc3c2)c2c[nH]c3ccccc23)cc1 (centres undefined)	-39	5	5.8	-21	-1	2	-2.0	89	4	0
3	Cc1ccc(/C=N\NC(=O)Cn2nnc3ccccc32)o1	2	3	-0.3	-14	·	-5	0.0	106	5	-9
4	CC(CCN(C)C)OC(=O)c1ccc(C(C)c2ccccc2)o1 (centres undefined)	17	-5	-3.0	-12	-1	-5	2.2	102	4	0
5	COC(=O)c1ccc(/C=C/c2c(-c3ccc(OC)cc3)oc3ccc(N4CCOCC4)cc23)cc1	-7	-2	1.2	-20	-1	0	-0.5	98	-1	-1
6	COc1ccc(C2=NN(C(=O)CSc3nc(=O)n4ccc(C)cc4n3)C(c3ccc(C)cc3)C2)cc1 (centres undefined)	6	16	-0.9	9	-2	-6	1.3	89	0	3
7	O=C(COC(=O)C1CC1)Nc1ccc(Cl)cc1Cl	-11	-4	2.5	2	1	-7	0.9	103	1	-2
8	COc1ccc(CN(C)C(C)C(=O)Nc2cccc3ccccc23)cc1 (centres undefined)	-37	-3	4.5	-6	-8	-4	-0.4	141	-1	-2

The final two entries of the part above open the next one:
entry	canonical_smiles	OPRM1-OPRD1 inv	Arr AP2 block	OPRM1-OPRD1 ag	Cardiac RTF inh	Wnt act	Keap1-Nrf2 PPI	C-LANA FP	DSG3 Ab inh	cardiac RTF act	V-ATPase pHluor
7	O=C(COC(=O)C1CC1)Nc1ccc(Cl)cc1Cl	-11	-4	2.5	2	1	-7	0.9	103	1	-2
8	COc1ccc(CN(C)C(C)C(=O)Nc2cccc3ccccc23)cc1 (centres undefined)	-37	-3	4.5	-6	-8	-4	-0.4	141	-1	-2
9	CCOC(=O)N1CCc2c(sc(NC(C)=O)c2C(N)=O)C1	-6	14	1.1	-9	-3	1	-0.6	93	-6	2
10	NC(=O)C1CCN(S(=O)(=O)c2cc3c4c(c2)CCN4C(=O)CC3)CC1	2	-17	-0.4	-3	0	0	1.8	92	-8	-2
11	Cc1cc(NC(=O)c2ccc(S(=O)(=O)N(C)CC3CCCO3)cc2)no1 (centres undefined)	6	-1	-1.2	6	-1	2	1.1	81	-4	-1
12	CC(=O)c1cccc(NC(=S)NC(=O)Cc2ccc(Cl)cc2)c1	-24	10	4.8	0	4	2	0.4	157	4	-2
13	CC(=O)NCCNc1ccc([N+](=O)[O-])cn1	4	-2	-0.8	1	·	0	2.1	94	-3	3
14	CC(C)C(=O)N(c1cc2sc(=O)oc2c2ccccc12)S(=O)(=O)c1cccs1	-68	31	13	-3	9	5	0.4	97	-2	2
15	CCC(=O)N1CCN(c2nc(-c3ccccc3)c3c(c2C#N)CCCC3)CC1	14	-7	-2.9	-6	-3	-3	0.0	116	-2	0
16	CCN(Cc1cnn(C)c1)C(=O)c1cc(COc2ccc(F)cc2F)on1	6	-2	-1.1	-15	4	1	0.0	91	-1	-1

Taken from above (eleven entries):
entry	canonical_smiles	OPRM1-OPRD1 inv	Arr AP2 block	OPRM1-OPRD1 ag	Cardiac RTF inh	Wnt act	Keap1-Nrf2 PPI	C-LANA FP	DSG3 Ab inh	cardiac RTF act	V-ATPase pHluor
6	COc1ccc(C2=NN(C(=O)CSc3nc(=O)n4ccc(C)cc4n3)C(c3ccc(C)cc3)C2)cc1 (centres undefined)	6	16	-0.9	9	-2	-6	1.3	89	0	3
7	O=C(COC(=O)C1CC1)Nc1ccc(Cl)cc1Cl	-11	-4	2.5	2	1	-7	0.9	103	1	-2
8	COc1ccc(CN(C)C(C)C(=O)Nc2cccc3ccccc23)cc1 (centres undefined)	-37	-3	4.5	-6	-8	-4	-0.4	141	-1	-2
9	CCOC(=O)N1CCc2c(sc(NC(C)=O)c2C(N)=O)C1	-6	14	1.1	-9	-3	1	-0.6	93	-6	2
10	NC(=O)C1CCN(S(=O)(=O)c2cc3c4c(c2)CCN4C(=O)CC3)CC1	2	-17	-0.4	-3	0	0	1.8	92	-8	-2
11	Cc1cc(NC(=O)c2ccc(S(=O)(=O)N(C)CC3CCCO3)cc2)no1 (centres undefined)	6	-1	-1.2	6	-1	2	1.1	81	-4	-1
12	CC(=O)c1cccc(NC(=S)NC(=O)Cc2ccc(Cl)cc2)c1	-24	10	4.8	0	4	2	0.4	157	4	-2
13	CC(=O)NCCNc1ccc([N+](=O)[O-])cn1	4	-2	-0.8	1	·	0	2.1	94	-3	3
14	CC(C)C(=O)N(c1cc2sc(=O)oc2c2ccccc12)S(=O)(=O)c1cccs1	-68	31	13	-3	9	5	0.4	97	-2	2
15	CCC(=O)N1CCN(c2nc(-c3ccccc3)c3c(c2C#N)CCCC3)CC1	14	-7	-2.9	-6	-3	-3	0.0	116	-2	0
16	CCN(Cc1cnn(C)c1)C(=O)c1cc(COc2ccc(F)cc2F)on1	6	-2	-1.1	-15	4	1	0.0	91	-1	-1

The results go on.
entry	canonical_smiles	OPRM1-OPRD1 inv	Arr AP2 block	OPRM1-OPRD1 ag	Cardiac RTF inh	Wnt act	Keap1-Nrf2 PPI	C-LANA FP	DSG3 Ab inh	cardiac RTF act	V-ATPase pHluor
17	CC[C@@]1(C(=O)OC)N[C@H](CN(C)C(=O)c2ccc(C(C)(C)C)cc2)[C@@H]2C(=O)N(Cc3ccccc3)C(=O)[C@@H]21	-9	13	2.0	-5	-1	1	-1.1	93	4	-1
18	CCN(C(=O)c1ccc2c(Cl)c3c(nc2c1)CCC3)c1ccc(C)c(C)c1	-18	-1	3.0	-8	-3	1	-0.4	112	5	2
19	N#CCSc1nnc(C2CCCCC2)n1Cc1ccccc1	8	-12	-1.3	-9	-2	2	0.4	103	5	0
20	Cn1c(=O)c2c(SCC(=O)NCc3ccco3)nc(CC(C)(C)C)nc2n(C)c1=O	1	2	-0.2	-5	1	-5	-1.7	113	0	1
21	COC(=O)c1ccc(COn2c(=O)c(C)[n+]([O-])c3ccccc32)cc1	17	32	-4.0	0	·	-3	-1.6	97	-2	2
22	COc1ccc(-c2nnn(CC(=O)N(CC(=O)NCCC(C)C)Cc3cccs3)n2)cc1OC	8	48	-1.5	-4	·	-1	-0.5	100	-2	0
23	O=C(CCc1ccc(S(=O)(=O)NCCc2ccccc2)cc1)NCc1ccc2c(c1)OCO2	1	-5	-0.1	-5	-6	1	0.0	104	0	3
24	CN1CCC(OC(=O)c2ccco2)CC1	-6	4	1.2	-4	-1	-7	-0.9	116	4	0
25	c1ccc2c(c1)OCCOCCOc1ccccc1OCCOCCO2	10	30	-1.7	0	-1	-5	-1.6	88	-6	-3
26	Cc1ccc(SCC(=O)OC(C)C(=O)NCc2ccccc2)cc1C (centres undefined)	-2	-13	0.3	-1	-2	-1	-0.3	99	-2	-2
27	O=C(NCCc1ccc(Cl)cc1)c1ccc2c(c1)OCCO2	-2	3	0.5	4	24	-5	0.1	103	-4	-1
28	O=C1CCC(=O)N1c1ccc(NCCc2ccccc2F)c([N+](=O)[O-])c1	17	8	-3.1	-3	-2	-2	-0.2	101	-3	1
29	O=S(=O)(Nc1cccc2nsnc12)c1ccccc1	12	-3	-2.0	1	·	-3	0.6	119	-6	-3
30	Cc1cccc(/C=N/NC(=O)c2cc(Br)ccc2O)n1	15	1	-2.7	-2	7	-3	5.3	96	1	-2
31	COc1ccc(-c2ccc(SCC(=O)N3CCN(c4ccccc4)CC3)nn2)cc1	5	16	-1.1	-18	-2	-2	0.3	99	-8	-1
32	NC(=O)C[C@H](NC(=O)c1ccc(Cl)cc1)C(=O)OCc1ccccc1	-1	19	0.2	0	-3	-3	-0.7	·	-3	4
33	O=C(NCC1CCCN(C(=O)NCc2ccccc2)C1)c1ccc2c(c1)OCO2 (centres undefined)	16	-8	-3.1	2	1	3	1.4	104	2	-1
34	Cc1ccc(-c2noc(CSc3nnnn3-c3ccccc3)n2)cc1	-4	1	0.6	-9	·	3	0.7	100	-3	-1
35	Nn1c(Cc2cccc3ccccc23)nnc1SCCOc1ccc(F)cc1	-5	-11	1.0	-9	2	-6	-0.3	127	5	-2
36	CC(=O)NNS(=O)(=O)c1scc(S(=O)(=O)c2ccc(Cl)cc2)c1C	16	0	-3.6	-1	-2	-5	0.8	96	-5	0
37	CC1N(C(=O)N2CCOCC2)CCN1S(=O)(=O)c1cccc(C(F)(F)F)c1 (centres undefined)	-2	26	0.2	-31	-2	-2	-1.4	114	-4	-5
38	Cc1cc(=O)[nH]c(N/N=C/c2c(F)c(F)c(F)c(F)c2F)n1	-7	16	1.6	-6	0	-5	1.0	107	0	4
39	COc1ccc(-c2nnc3n2-c2ccccc2SC3)cc1OC	13	-1	-2.4	-5	·	-6	-2.7	116	12	1
40	CC1CCCC(NC(=O)c2ccc3c(c2)NC(=O)CS3)C1C (centres undefined)	8	0	-1.6	-18	1	0	-1.1	80	-1	7
41	COc1ccc(CNC(=O)CN(C(=O)c2snc(C(N)=O)c2N)c2ccccc2F)cc1	7	18	-1.2	5	-1	2	-0.3	104	-4	0
42	O=C1NC(=O)/C(=C/c2ccc(-c3cccc([N+](=O)[O-])c3)o2)S1	7	18	-1.4	4	6	-6	33	118	1	-4
43	COc1cccc(NC(=O)COC(=O)/C=C/c2c(C)nn(-c3ccccc3)c2C)c1	2	-9	-0.4	-3	4	-5	-1.3	86	4	0
44	CCOc1cc(/C=C2/NC(=O)NC2=O)cc([N+](=O)[O-])c1O	10	·	-2.1	-17	-2	-1	9.4	104	8	4
45	CC(C)(C)C(=O)C[n+]1ccc(C(N)=O)cc1	4	2	-0.8	-7	1	3	0.2	97	0	8
46	Cc1ccc(C(=O)N(CCN2CCCCC2)CC2CCCN(C3CCCC3)C2)s1 (centres undefined)	2	-9	-0.5	-4	15	-6	-0.6	132	-6	4
47	CC1(C)Cc2c(cnn2-c2ccc(F)cc2)C(NC(=O)CCCN2CCCCC2=O)C1 (centres undefined)	2	8	-0.2	0	2	-1	1.0	100	-1	0
48	O=C(O)CC(NCc1ccco1)C(=O)OCCc1ccccc1 (centres undefined)	7	8	-1.2	5	2	-4	-0.9	104	1	1
49	Cc1cc(C)c(N2C(=NC(=O)CCCC(=O)O)SC3CS(=O)(=O)CC32)c(C)c1 (centres undefined)	10	3	-1.6	-6	3	6	0.1	93	-3	0
50	Nc1nc(-c2ccc(Cl)cc2)nc(-c2ccc(Cl)cc2)n1	-13	-6	2.5	3	0	-2	1.5	88	8	0
51	O=C1Nc2ccc(Br)cc2/C1=N\N=C\C1=C(N2CCOCC2)C(=C/c2ccccc2)/CC1	20	-4	-4.1	-8	-2	-4	0.0	86*	-1	5
52	COC(=O)CSc1nnc(CNC(=O)c2ccc(S(=O)(=O)N3CCCCC3)cc2)n1C	6	-5	-1.1	-5	·	1	0.4	104	-3	-6
